LYP act – LYP phosphatase activators, primary screen, biochemical, DiFMUP fluorescence, 2 µM; Tyrosine-protein phosphatase non-receptor type 22 (Homo sapiens), Q9Y2R2; recombinant LYP; 0 = plate median, 100 = signal doubled; activation, % at 2 µM; actives 0.11% (n = 96,000); AID 697, 2007;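 active = activation at 2 µM above a set limit, the mean plus 5 SD, cut at about 37% in these data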
Lung fibro prol – antiproliferative effect on LL 47 fibroblasts – human, LL 47 cells, CellTiter-Glo luminescence, primary screen. LL 47 human lung fibroblast viability, ATP luminescence; active compounds read low. viability, % at 10 µM. actives 1.1% (n = 85,000);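 active = viability at or below 50% in the single dose screen; inactive = viability above 50%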;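 also: compound exposure lasted 72 h before the ATP readout; 100% = median luminescence of untreated cell-only wells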
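Material: human LL 47 lung fibroblast cells; quantity: 1,150 cells/well; medium: IMEM plus 15% FBS; doses: 0.1% DMSO in all compound wells; timing: overnight attachment after seeding, then 72 h compound exposure at 37 °C; detection: CellTiter-Glo luminescence; measure: % viability of median cell-only signal; controls: cell-only wells, no compound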
sEH inh – soluble epoxide hydrolase inhibitors, primary screen, biochemical, human sEH; recombinant human sEH enzymatic activity assay; inhibition, % at 2 µM; actives 0.34% (n = 91,000); in the data active = inhibition above about 80%; also: values of inactives mirror those of a sister screen read the other way; many of its hits are not listed in these tables
Target sequence (P34913 whole entry, looked up): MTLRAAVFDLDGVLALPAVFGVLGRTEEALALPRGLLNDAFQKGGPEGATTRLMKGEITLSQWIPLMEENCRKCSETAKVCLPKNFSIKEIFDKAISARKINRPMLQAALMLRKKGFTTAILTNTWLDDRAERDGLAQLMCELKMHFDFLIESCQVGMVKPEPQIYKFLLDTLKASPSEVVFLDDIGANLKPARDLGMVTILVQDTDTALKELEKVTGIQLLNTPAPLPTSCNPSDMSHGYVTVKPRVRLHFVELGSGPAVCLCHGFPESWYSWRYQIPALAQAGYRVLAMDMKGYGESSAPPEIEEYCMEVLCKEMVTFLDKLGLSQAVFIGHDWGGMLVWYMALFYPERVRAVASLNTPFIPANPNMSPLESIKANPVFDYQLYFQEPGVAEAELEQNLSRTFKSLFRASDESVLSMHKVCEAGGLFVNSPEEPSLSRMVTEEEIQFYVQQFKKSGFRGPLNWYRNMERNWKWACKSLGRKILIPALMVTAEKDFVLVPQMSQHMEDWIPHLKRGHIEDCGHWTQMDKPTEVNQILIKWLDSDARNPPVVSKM
S1P2 ag – S1P2 receptor agonists, primary screen, cell-based. S1P2-expressing cell line, agonist reporter read-out. Sphingosine 1-phosphate receptor 2 (Homo sapiens), O95136. activation, % at 4.5 µM. actives 0.46% (n = 97,000); in the data active = activation above about 16%;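 also: 0% = vehicle low control and 100% = maximal reference agonist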
Target sequence (O95136 whole entry, looked up): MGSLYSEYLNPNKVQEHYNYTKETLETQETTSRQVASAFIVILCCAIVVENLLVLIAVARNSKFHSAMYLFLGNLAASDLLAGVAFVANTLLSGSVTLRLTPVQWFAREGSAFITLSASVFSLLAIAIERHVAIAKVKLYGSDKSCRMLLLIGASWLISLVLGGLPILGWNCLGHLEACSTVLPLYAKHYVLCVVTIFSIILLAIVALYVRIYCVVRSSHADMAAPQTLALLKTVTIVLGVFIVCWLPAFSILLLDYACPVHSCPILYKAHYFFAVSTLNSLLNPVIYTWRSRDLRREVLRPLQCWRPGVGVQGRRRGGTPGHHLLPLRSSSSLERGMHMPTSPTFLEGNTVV
H69AR growth 86K – proliferation blockers of H69AR lung cancer cells, primary screen, cell-based, human, 86K library. H69AR lung tumor viability, ATP luminescence, 72 h; active compounds read low. viability, % at 10 µM. actives 6% (n = 85,000). AID 598, 2007;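 active = viability at or below 40%; inactive = viability above 40%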;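 also: multidrug resistant small cell line overexpressing MRP-1 efflux transporter; 100% = mean luminescence of untreated control wells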
HUVEC prolif 384 – inhibitors of HUVEC proliferation, primary screen, cell-based, 384-well; AID 648, 2007; viability, % at 10 µM (by protocol); CellTiter-Glo luminescence, 72 h; active compounds read low; actives 1.1% (n = 86,000);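 active = viability at or below 30%; inactive = viability above 30%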;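 also: 100% = median luminescence of DMSO-only cell control wells on each plate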
sEH activator – soluble epoxide hydrolase activators, primary screen, biochemical, human sEH; actives 0.04% (n = 91,000); activation, % at 2 µM; purified human sEH enzymatic activity, activator screen; AID 717, 2007; in the data active = activation above about 37%; also: values of inactives mirror those of a sister screen read the other way
PostGolgi ctrl – growth inhibition of yeast control strain, primary screen, counter-screen for post-Golgi transport modulator project. efflux-deficient yeast background strain, growth absorbance A615, 16 h. inhibition, % at 10 µM. actives 5% (n = 98,000); in the data active = inhibition above about 30%
S1P2 blocker – human S1P2 receptor antagonists, primary screen, cell-based; Sphingosine 1-phosphate receptor 2 (Homo sapiens), O95136; cell-based S1P2 antagonist assay, inhibition at 5 uM; inhibition, % at 5 µM; actives 0.21% (n = 97,000); in the data active = inhibition above about 45%;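 also: CRE beta-lactamase reporter cells expressing human S1P2 stimulated with S1P; 0% = agonist at EC80 alone and 100% = agonist plus reference antagonist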
Numbers without * were called inactive; . = not tested or not shown. A portion of the library. The share of hits here may be higher or lower than overall.

SMILES | LYP act | Lung fibro prol | sEH inh | S1P2 ag | H69AR growth 86K | HUVEC prolif 384 | sEH activator | PostGolgi ctrl | S1P2 blocker
COc1cccc(C(=O)Nc2nc(-c3ccc4c(c3)OCO4)cs2)c1 | 3 | 99 | 6 | -7 | 90 | 85 | -7 | 2 | 8
COCCn1c(SCc2nc(N)nc(Nc3ccccc3C)n2)nc2ccccc2c1=O | 5 | 92 | . | 4 | 41 | 86 | . | 8 | -23
Cc1ccnc(N/N=C/c2ccco2)n1 | -7 | 103 | 5 | -6 | 97 | 105 | -8 | 5 | -9
COc1ccc(NC(=O)COC(=O)c2c(-c3ccccc3)noc2C)cc1 | 5 | 96 | . | 0 | 54 | 87 | . | 6 | -3
O=C1CCCC(O)=C1C=NCCc1ccccc1 | -2 | 93 | -2 | 84* | 93 | 100 | 3 | 3 | 5
CCn1c(O)c(C(C#N)=C2N=c3ccccc3=N2)c2ccccc21 | 5 | . | -4 | -3 | . | . | 9 | 21 | -7
CCCn1nnc(NC(=O)Cc2ccccc2)n1 | -7 | 91 | 3 | -1 | 94 | 92 | -2 | -1 | -3
CCOc1ccc(NC(=O)c2nnn(CC(=O)Nc3ccccc3OC)c2N)cc1 | 9 | 106 | 6 | -4 | 80 | 101 | -8 | 0 | 22
Cc1ccccc1OC1C(=O)N(Cc2ccc3c(c2)OCO3)C1c1sccc1C (configuration not stated) | -1 | . | 9 | -6 | . | . | -7 | 9 | -12
Cc1cc(C)nc(SCC(=O)N/N=C/c2cccn2-c2cccc(C(F)(F)F)c2)n1 | 2 | 94 | -3 | -7 | 95 | 111 | 2 | 8 | 7
O=C(CN1C(=O)CCS(=O)(=O)c2ccccc21)NCc1ccc(F)cc1 | -8 | 98 | 3 | -5 | 91 | 90 | 0 | 1 | -4
Cc1ccc(S(=O)(=O)Nc2ccc(Br)cc2/C=N/n2cnnc2)cc1 | 4 | 103 | 8 | -5 | 71 | 60 | -7 | 4 | 10
Cc1cnc(C(=O)Nc2ccc(-n3cnnn3)cc2)cn1 | 14 | 109 | -5 | -5 | 95 | 98 | 5 | 2 | -1
Cc1ccc(C)c(NS(=O)(=O)c2cc(C(=O)Nc3ccccc3-c3ccccc3)ccc2Cl)c1 | -2 | . | -4 | -6 | . | . | 6 | 13 | 19
O=C(NCCC1=CCCCC1)C1CCN(S(=O)(=O)c2ccc(-n3cnnn3)cc2)CC1 | -1 | 103 | 7 | -1 | 86 | 84 | -8 | 14 | -9
CCC(C)Sc1nnc(CSc2nc3nc(C)cc(C)n3n2)o1 (configuration not stated) | 6 | . | -8 | 4 | . | . | 11 | 2 | -8
CCOP(=O)(c1ccc(N(C)C)cc1)C(O)c1ccccc1 (configuration not stated) | 6 | 96 | -3 | -3 | 95 | 94 | 3 | -1 | -11
CN(CCNC(=O)C1CCN(S(=O)(=O)c2cnc[nH]2)CC1)Cc1ccccc1 | 3 | 100 | . | -8 | 100 | 101 | . | 5 | 6
CC(C)c1ccccc1OCC(=O)NCC(c1cccs1)N1CCOCC1 (configuration not stated) | 4 | 94 | -9 | -4 | 61 | 96 | 8 | 15 | 13
Cc1cc(C)nc(SCC(=O)c2ccc3c(c2)OCCO3)n1 | -3 | . | -3 | -3 | . | . | 4 | 6 | 4
COc1ccccc1CNC(=O)C(CCSC)NS(=O)(=O)c1ccc2c(c1)oc(=O)n2C (configuration not stated) | 7 | 99 | 5 | -2 | 106 | 96 | -5 | 10 | 23
COc1ccc(CC(NC(C)=O)C(=O)NC2CCN(c3nc(C)cc(C)c3C#N)CC2)c(OC)c1 (configuration not stated) | . | 94 | . | . | 95 | 94 | . | 2 | .
COC(=O)c1cc(NC(=O)c2cc(C)oc2C)cc(C(=O)OC)c1 | -4 | 95 | 12 | -3 | 77 | 89 | -11 | . | 1
COc1cccc(NC(=O)Cn2c(=O)oc3ccccc32)c1 | -6 | . | 5 | -2 | . | . | -5 | 2 | 4
COc1ccc(/C(C)=N/NC(=O)c2ccc(N(C)C)cc2)cc1 | 4 | . | 4 | -6 | . | . | -2 | 21 | 2
O=C(CCCCCNS(=O)(=O)c1ccc(Br)cc1)NCCN1CCOCC1 | 1 | 97 | . | -3 | 98 | 89 | . | -4 | -1
CCC(=O)N/C(N)=N/c1nc(C)c2cc(OC)ccc2n1 | 8 | 66 | 5 | -3 | 62 | 74 | -4 | 2 | 8
CC1(C)CC(=O)C=C(Nc2ccccc2F)C1 | 5 | 110 | 1 | -6 | 104 | 104 | -1 | -10 | -14
CC1(C)CC(CC(=O)O)(c2ccccc2)CCO1 (configuration not stated) | -7 | 100 | 4 | -2 | 78 | 105 | -4 | -4 | 16
CCc1ccc2[nH]c(=O)c(C(c3nnnn3CCOC)N3CCN(c4ccccc4F)CC3)cc2c1 (configuration not stated) | 3 | 97 | . | -5 | 85 | 86 | . | 17 | -4
O=C(CCC(=O)Nc1nnc(C2CCCCC2)s1)NCc1cccs1 | 1 | 103 | . | -6 | 94 | 95 | . | -4 | 14
O=C(CN(Cc1ccc2c(c1)OCO2)C(=O)c1cnsn1)NC1CCCC1 | 9 | 115 | 7 | -5 | 84 | 96 | -7 | 15 | -7
COc1ccc2oc(C(F)(F)C(F)(F)F)cc(=O)c2c1 | 7 | 101 | 2 | -5 | 88 | 93 | -2 | -6 | -12
COc1ccccc1OCC(=O)NNC(=S)NC(=O)c1ccco1 | 17 | . | 4 | -3 | . | . | -6 | 14 | 14
O=C(Nc1nnc(-c2cccs2)o1)c1ccco1 | 6 | 97 | -1 | 1 | 80 | 100 | 1 | 7 | 15
COc1ccc(N=Cc2c[nH][nH]c2=O)cc1 | -5 | . | -1 | -1 | . | . | 0 | 1 | 2
COCCn1nnnc1C(c1ccc(OC)cc1OC)N1CCN(c2ccccc2)CC1 (configuration not stated) | 11 | 109 | -4 | -7 | 100 | 104 | 6 | 4 | 7
CC(C)C(=O)Nc1cccc(C(=O)Nc2nnc(C(C)(C)C)s2)c1 | -7 | 100 | -3 | -7 | 70 | 108 | 2 | 6 | 1
O=[N+]([O-])c1ccc(N2CCCCC2)c(Cl)c1N1CCCCC1 | 14 | . | 1 | -2 | . | . | -1 | 1 | 11
CCCCOC(=O)c1[nH]c2c(c1C)C(=O)CC(c1cc(OC)c(OC)c(OC)c1)C2 (configuration not stated) | . | 93 | . | . | 117 | 74 | . | 6 | .
CC(OC(=O)C1CCN(S(=O)(=O)c2ccccc2)CC1)C(=O)Nc1ncc(Cl)cc1Cl (configuration not stated) | 1 | 106 | -7 | -2 | 96 | 104 | 7 | 4 | -25
N#CNC1=NCN(Cc2ccccc2)CN1 | -11 | 95 | . | -8 | 77 | 100 | . | 12 | 10
CCOC(=O)c1oc2cc(O)cc(C)c2c(=O)c1-c1cscn1 | 10 | 89 | -10 | -4 | 82 | 85 | 10 | 6 | -22
CCOC(=O)Cc1csc(NC(=O)CCNS(=O)(=O)c2ccc3c(c2)CCC(=O)N3)n1 | 4 | 100 | . | -2 | 98 | 94 | . | 15 | -19
O=C(Nc1ccc(S(=O)(=O)N2CCCCC2)cc1)c1ccccc1Cl | -8 | 99 | 18 | -4 | 78 | 122 | -20 | 18 | -16
COc1ccc(-c2nnc(SCC(=O)NCCc3ccccc3)o2)cc1 | -4 | 97 | 7 | -4 | 89 | 100 | -5 | . | 4
CCOC(=O)N1CCN(C(=O)CCNS(=O)(=O)c2cc(Br)cnc2N)CC1 | 4 | 92 | -12 | 0 | 82 | 89 | 12 | 9 | 24
COc1cccc(C(=O)N2N=C(c3cccc(OC)c3)CC2(O)C(F)(F)F)c1 (configuration not stated) | 16 | . | -12 | -6 | . | . | 14 | 11 | 10
CCCC(=O)N(C)c1nnc(-c2ccc(OC)cc2)s1 | 4 | 104 | 9 | -10 | 87 | 97 | -6 | 8 | -13
COC(=O)c1ccc(Cn2c(O)c(N=O)c3ccccc32)o1 | 14 | 93 | . | -7 | 99 | 102 | . | 12 | 11

Given as labelled records: part of the list above.
COc1ccc(-c2nnc(SCC(=O)NCCc3ccccc3)o2)cc1
  LYP act: -4 | Lung fibro prol: 97 | sEH inh: 7 | S1P2 ag: -4 | H69AR growth 86K: 89 | HUVEC prolif 384: 100 | sEH activator: -5 | PostGolgi ctrl: . | S1P2 blocker: 4
CCOC(=O)Cc1csc(NC(=O)CCNS(=O)(=O)c2ccc3c(c2)CCC(=O)N3)n1
  LYP act: 4 | Lung fibro prol: 100 | sEH inh: . | S1P2 ag: -2 | H69AR growth 86K: 98 | HUVEC prolif 384: 94 | sEH activator: . | PostGolgi ctrl: 15 | S1P2 blocker: -19
COC(=O)c1ccc(Cn2c(O)c(N=O)c3ccccc32)o1
  LYP act: 14 | Lung fibro prol: 93 | sEH inh: . | S1P2 ag: -7 | H69AR growth 86K: 99 | HUVEC prolif 384: 102 | sEH activator: . | PostGolgi ctrl: 12 | S1P2 blocker: 11
N#CNC1=NCN(Cc2ccccc2)CN1
  LYP act: -11 | Lung fibro prol: 95 | sEH inh: . | S1P2 ag: -8 | H69AR growth 86K: 77 | HUVEC prolif 384: 100 | sEH activator: . | PostGolgi ctrl: 12 | S1P2 blocker: 10

Next section.
SMILES | LYP act | Lung fibro prol | sEH inh | S1P2 ag | H69AR growth 86K | HUVEC prolif 384 | sEH activator | PostGolgi ctrl | S1P2 blocker
COc1ccc(C(C(=O)NC2CCCCC2)N(CC2CCCO2)C(=O)C2COc3ccccc3O2)cc1OC (configuration not stated) | 0 | 85 | 1 | -4 | 85 | 91 | -1 | . | 7
CCOc1ccc(C(CCc2ccccc2)NC(=O)c2ccccc2F)cc1OCC (configuration not stated) | 1 | . | -6 | -3 | . | . | 6 | 10 | 9
Cc1nc2ccccn2c1/C(O)=C1\C(=O)C(=O)N(CCN2CCOCC2)C1c1ccncc1 (configuration not stated) | -6 | 106 | 5 | -8 | 90 | 100 | -7 | 20 | 9
COc1ccc(CC(=O)NC(c2ccccc2)c2ccccc2)cc1S(=O)(=O)N1CCOCC1 | -13 | . | -15 | -3 | . | . | 18 | -2 | 2
CC(=O)c1cn(CCCCCCCCCCn2cc(C(C)=O)c(=O)[nH]c2=O)c(=O)[nH]c1=O | 14 | . | -2 | -5 | . | . | 3 | 2 | 9
COc1ccc2cc(CCNC(=O)CC(C)(C)C)c(=O)[nH]c2c1 | -2 | 104 | 8 | -5 | 101 | 101 | -5 | . | -15
CCCCCc1c(C)nc(SCC(=O)O)[nH]c1=O | 3 | 104 | 5 | -4 | 95 | 101 | -10 | 6 | 15
O=C(CSc1nc(-c2cccs2)cc(C(F)(F)F)n1)NCc1ccccc1 | 7 | 98 | 9 | -7 | 49 | 94 | -9 | 30* | -5
CCCC(=O)NC(=S)Nc1ccccc1F | 5 | . | 9 | -4 | . | . | -8 | 13 | 9
O=C(C1CCCN(S(=O)(=O)c2cccc3nonc23)C1)N1CCN(c2cccc(Cl)c2)CC1 (configuration not stated) | -9 | 93 | -16 | -10 | 88 | 61 | 13 | 45* | 8
O=S(=O)(c1ccccc1)N(CC(O)CN1CCCCC1)c1ccccc1 (configuration not stated) | -10 | 94 | 2 | -7 | 100 | 94 | -1 | -2 | -8
O=C(O)C(c1ccccc1)N1CCCC1 (configuration not stated) | . | 100 | . | . | 100 | 87 | . | 8 | .
Cn1c2ccccc2c(=O)c2c(=O)n(C3CCCCC3)c(-c3cccs3)nc21 | -5 | 41* | 2 | -3 | 34* | 54 | 0 | 26 | 6
Clc1ccc2oc(-c3cccnc3NCc3ccccc3)nc2c1 | -10 | . | -6 | 25* | . | . | 8 | 8 | -18
CC1CCN(CCNC(=O)CCS(=O)(=O)c2ccc(Br)cc2)CC1 | . | 96 | . | . | 84 | 96 | . | 9 | .
C=CCNc1nc(Cl)nc(Nc2ccc(OC)cc2)n1 | 6 | . | 2 | -3 | . | . | 0 | 16 | -4

High-throughput results: PubChem, several laboratories
